Source: PubChem BioAssay (National Center for Advancing Translational Sciences (NCATS))
EPAC1 ag – agonists of human EPAC1; O95398; EPAC1 agonist qHTS, biochemical assay; response scale: 100% = response to 6.5 mM cAMP; Potency, µM (series often up to 154 µM), for inactives: at the highest dose activation, actives largely listed as activators; actives 0.073% (n = 360,000); note: potency is the fitted concentration of half-maximal effect; nearly all actives have a fitted effect of over 60% in size
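Normalized to 6.5 mM cAMP, activity reflects EPAC1-catalysed release of BODIPY-GDP from Rap1B, followed kinetically over 30 min at 480 nm excitation, 540 nm emission. Reaction contained 100 nM EPAC1, 250 nM Rap1B-BODIPY-GDP, 50 uM GDP.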
EPAC1 antag – EPAC1 (human) antagonism. AID 720709. Potency, µM (top dose mostly 115 µM), inactives show at the top dose activity change, negative = inhibition, hits mostly inhibitors. actives 0.14% (n = 360,000). O95398. EPAC1 GEF assay, Rap1b-BODIPY-GDP exchange fluorescence;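 note: potency is the fitted concentration of half-maximal effect; plate controls were vehicle for no effect and positive control for full effect; nearly all actives have a fitted effect of over 50% in size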
PLK1 PBD block – PLK1 (human) polo-box domain binding inhibition; Plk1 PBD binding of FITC phosphopeptide, fluorescence polarization; P53350; actives 2.8% (n = 360,000); Potency, µM, for inactives: max response, negative = inhibition, hits mostly inhibitors; note: potency is the fitted concentration of half-maximal effect; series mostly up to about 57 µM; % is set by controls: 0 for no effect and ±100 for the full control effect; nearly all actives have a fitted effect of over 65% in size
Target sequence (P53350 whole entry, looked up, the tested form may be a part): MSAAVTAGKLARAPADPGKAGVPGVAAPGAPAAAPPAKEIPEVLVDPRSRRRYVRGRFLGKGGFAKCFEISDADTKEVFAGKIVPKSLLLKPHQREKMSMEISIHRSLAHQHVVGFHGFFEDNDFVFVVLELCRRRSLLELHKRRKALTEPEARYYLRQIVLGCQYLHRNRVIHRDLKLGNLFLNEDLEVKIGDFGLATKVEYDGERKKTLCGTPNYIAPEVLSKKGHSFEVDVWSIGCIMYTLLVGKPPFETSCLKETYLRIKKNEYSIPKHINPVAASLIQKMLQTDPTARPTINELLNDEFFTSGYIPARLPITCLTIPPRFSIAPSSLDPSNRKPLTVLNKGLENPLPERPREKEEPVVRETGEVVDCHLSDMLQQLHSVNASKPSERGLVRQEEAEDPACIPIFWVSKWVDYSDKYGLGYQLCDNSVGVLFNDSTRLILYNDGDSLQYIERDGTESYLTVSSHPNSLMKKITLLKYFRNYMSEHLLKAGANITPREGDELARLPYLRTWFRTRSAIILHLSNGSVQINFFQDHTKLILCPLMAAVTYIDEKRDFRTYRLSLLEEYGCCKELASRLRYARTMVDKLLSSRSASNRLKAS
Abeta rescue – compounds reversing amyloid beta toxicity in yeast; yeast expressing A-beta42, growth rescue, OD600, 48 h; response scale: 0% DMSO, 100% iron-clioquinol control; Potency, µM (series often up to 46.1 µM), without a hit: at the top dose growth rescue, most hits filed as activators; actives 0.063% (n = 410,000); AID 1347071; note: potency is the fitted concentration of half-maximal effect; nearly all actives have a fitted effect of over 55% in size
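Growth rescue measured by 600 nm absorbance after 48 h yeast culture at 30 C with compound. Values normalized between DMSO and an equimolar ferric chloride plus clioquinol control.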
aSyn yeast inh – alpha-synuclein toxicity inhibition in yeast | Potency, µM (highest dose often 46.1 µM), for inactives: at the highest dose growth rescue (activation), actives largely listed as activators | Yeast expressing alpha-synuclein, growth rescue, BacTiter-Glo, 24 h | actives 0.14% (n = 370,000); note: potency is the fitted concentration of half-maximal effect; % of control where 0% means no effect; nearly all actives have a fitted effect of over 65% in size
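Rescue of yeast growth: cells expressing toxic alpha-synuclein, induced in galactose at OD600 0.02, incubated with compound 24 h at 30 C. ATP luminescence quantified growth; inhibitors of toxicity appear as activators.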
PI5P4K alpha inh – blocks human PI5P4K alpha kinase activity; P48426; PI5P4Kalpha enzyme, ADP-Glo luminescence, 60 min; stronger effect = lower value; max response, %; actives 1.2% (n = 330,000); active = max response of -50% or lower; inconclusive = between -30% and -50%; inactive = -30% or higher; note: value at the top dose of about 77 µM; % is set by controls: 0 for no effect and ±100 for the full control effect
Target sequence (P48426 whole entry, looked up): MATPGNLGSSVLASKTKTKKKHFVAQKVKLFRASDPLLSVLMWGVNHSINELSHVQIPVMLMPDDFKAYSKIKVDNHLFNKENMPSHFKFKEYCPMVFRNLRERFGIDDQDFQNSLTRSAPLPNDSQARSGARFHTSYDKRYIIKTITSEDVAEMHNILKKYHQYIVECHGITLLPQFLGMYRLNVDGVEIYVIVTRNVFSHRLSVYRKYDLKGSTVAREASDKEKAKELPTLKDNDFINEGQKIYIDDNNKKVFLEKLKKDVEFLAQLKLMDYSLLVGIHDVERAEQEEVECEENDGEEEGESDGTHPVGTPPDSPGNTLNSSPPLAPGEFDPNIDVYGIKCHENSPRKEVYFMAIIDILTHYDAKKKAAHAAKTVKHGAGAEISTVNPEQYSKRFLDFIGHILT
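ADP-Glo luminescence end-point read after a 60 min room-temperature kinase reaction of PI5P4Kalpha plus substrate, initiated with ATP at 5 microM final. Buffer: 0.038 M HEPES pH 7.4, EGTA, 0.1% CHAPS, 5% DMSO.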
IL-2 act – activates IL-2 in a cell-based reporter assay | actives 0.065% (n = 360,000) | activation, % (series mostly up to about 46 µM) | IL-2 activation reporter assay, cell-based qHTS; stimulated with anti-CD3/CD4/CD28 beads; in transgenic mouse T cells; in the data active = activation above about 50%; inconclusive = mostly about 30% to 49%; note: 0% is about no effect
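Readout is EGFP and DsRed signal by fluorescent plate cytometry after 18 h at 37 degrees C. Transgenic mouse T cells (750/well) received compound for 60 min before bead stimulation (anti-CD3, anti-CD4, anti-CD28); memory T cells served as non-tolerant control.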
FUS yeast rescue – FUS proteinopathy suppression in yeast; S. cerevisiae FUS-expressing, growth rescue, OD600, 24 h; AID 1347120; Potency, µM (highest dose often 76.6 µM), for inactives: at the top dose growth rescue (activation), hits mostly activators; actives 0.24% (n = 390,000);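 note: potency is the fitted concentration of half-maximal effect; plate controls were DMSO vehicle for no effect and reference control for full effect; nearly all actives have a fitted effect of over 55% in size; some results filed as inactive show a strong effect at the top dose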
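Absorbance at 600 nm, taken 24hr after compound addition, measured rescue of FUS-yeast growth at 30C. Induction used 2% galactose with seeding at OD 0.005. Controls: CP55940 from 92uM final, DMSO only.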
WRN helicase inh – WRN helicase (human) inhibition; Potency, µM (titrated, usually from 114 µM), inactives show at the highest dose activity change, negative = inhibition, actives largely listed as inhibitors; WRN helicase unwinding, fluorescent forked duplex, kinetic; Q14191; actives 0.46% (n = 360,000); note: potency is the fitted concentration of half-maximal effect; % is set by controls: 0 for no effect and ±100 for the full control effect; nearly all actives have a fitted effect of over 55% in size
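WRN at 20 nM final preincubated with compound 15 min at room temperature; reaction started with 100 nM fluorophore/quencher forked duplex oligonucleotide and 2 mM ATP final. Unwinding followed kinetically by red fluorescence (ex 525, em 598 nm).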
* = called active by the depositor; ? = inconclusive; · = no result given; [ ] = another dose, or the depositor's remark. Unless noted, calls come from the whole dose curve; as a rule, active = well fitted curve in the direction sought with a large enough effect; inconclusive = small, poorly fitted or top-dose-only effect, or another doubt; inactive = no such curve, though single readings can be large; an effect the other way counts as inactive or inconclusive.

SMILES	EPAC1 ag	EPAC1 antag	PLK1 PBD block	Abeta rescue	aSyn yeast inh	PI5P4K alpha inh	IL-2 act	FUS yeast rescue	WRN helicase inh
O=C(O)C(Cc1c[nH]c2ccccc12)N1Cc2ccccc2C1=O (stereo unspecified)	1%	12%	-7%	-2%	-4%	-1	0.2	15%	-12%
CCCC(=O)Nc1cccc(NC(=O)c2ccc3c(c2)OCCO3)c1	1%	2%	0%	0%	0%	·	-1.0	2%	-4%
COCCN(CCOC)C(=S)Nc1cc(S(=O)(=O)N(C)C)ccc1C	5%	-17%	-3%	7%	3%	5	1.7	9%	0%[57.1 µM]
COc1cc(N)c2ncccc2c1SC	-1%	13%	?	12%	1%	-7	-1.6	21%	1%
CCCS(=O)(=O)NC(=O)C1(C)CCN(C(=O)Cc2ccc3ccccc3c2)C1 (stereo unspecified)	-5%	-11%	-14%	-20%	-9%	0	-0.9	-6%	-1%
CC12CCC(c3c(C(=O)N4CCOCC4)nn(-c4ccccc4)c31)C2(C)C (stereo unspecified)	-2%	8%	-6%	-14%	-3%	-5	-4.1	-25%	9%
O=C(c1ccc2c3c(cccc13)CC2)N1CCN(c2ncccn2)CC1	0%	-2%	-4%	11%	0%	·	-0.6	23%	-8%
O=C(CN1C(=O)NC2(CCOc3ccccc32)C1=O)N1CCCCC1 (stereo unspecified)	2%	-3%	-14%	-3%	-3%	2	-0.7	·	?
CCOC(=O)CC(=O)CSc1nc(N)c(C#N)c(-c2ccc(F)cc2)c1C#N	15%	-20%	-8%	10%	0%	·	-1.7	33%	-14%
Cc1ccc2c(c1)N(CC(=O)NCCCN1CC(C)CC(C)C1)C(=O)c1cccnc1O2 (stereo unspecified)	-5%	-6%	-1%	4%	-11%	1	0.0	6%	5%
O=C1CCc2cc(NS(=O)(=O)c3cc(F)ccc3F)cc3c2N1CC3	1%	1%	-10%	2%	-9%	-2	-1.5	15%	11%
CCc1ccc(CN(C)C(C)C(=O)NCc2ccccc2)cc1 (stereo unspecified)	2%	-11%	-8%	-8%	0%	2	-0.7	13%	15%
Cc1ccc(S(=O)(=O)NC2=NCCC2)cc1	0%	-6%	-6%	-13%	0%	5	0.0	-8%	7%
CCOc1ncccc1C(=O)Nc1ccc2c(C)cc(=O)oc2c1	6%	10%	1%	15%	1%	-1	-1.0	-15%	-10%
CC(C)Cn1c(SCC(=O)N2CC(=O)Nc3ccccc32)nc2ccccc21	9%	-13%	-6%	-10%	-3%	1	-0.1	·	0%
CN1C(=O)NC(c2ccccc2)(C(F)(F)F)S/C1=C(/C#N)c1nnc(N2CCOCC2)n1-c1ccccc1 (stereo unspecified)	7%	14%	-19%	3%	1%	3	3.9	30%	1%
COc1ccc(CCNC(=O)C(Sc2ccccn2)c2ccccc2)cc1OC (stereo unspecified)	-1%	-19%	-11%	2%	-2%	-9	-0.7	1%	-35%
Cc1ccc(NC(=S)NNC(=O)CCn2cc(C)cn2)cc1	-3%	-1%	0%	21%	1%	·	-0.3	15%	1%
Cc1nn(-c2ccccc2)c(C)c1/C=N/NC(=O)CSc1nnc(SCc2ccc(Cl)cc2)s1	7%	0%	0%	34%	-8%	2	-0.8	·	-2%
COc1cccc(-n2ccnc2SCC(=O)Nc2cc(C)on2)c1	10%	17%	-13%	12%	-2%	2	2.7	20%	0%

Random excerpt: 2 entries already listed.
SMILES	EPAC1 ag	EPAC1 antag	PLK1 PBD block	Abeta rescue	aSyn yeast inh	PI5P4K alpha inh	IL-2 act	FUS yeast rescue	WRN helicase inh
Cc1nn(-c2ccccc2)c(C)c1/C=N/NC(=O)CSc1nnc(SCc2ccc(Cl)cc2)s1	7%	0%	0%	34%	-8%	2	-0.8	·	-2%
COc1ccc(CCNC(=O)C(Sc2ccccn2)c2ccccc2)cc1OC (stereo unspecified)	-1%	-19%	-11%	2%	-2%	-9	-0.7	1%	-35%

Other entries follow.
SMILES	EPAC1 ag	EPAC1 antag	PLK1 PBD block	Abeta rescue	aSyn yeast inh	PI5P4K alpha inh	IL-2 act	FUS yeast rescue	WRN helicase inh
CS(=O)(=O)c1ccc2nc(NC(=O)C3CCCO3)sc2c1 (stereo unspecified)	5%	3%	?	13%	-5%	?	1.2	8%	0%
Cc1cccc(C)c1NC(=O)COC(=O)c1ccc2c(c1)OCO2	-9%	-14%	-5%	-18%	4%	3	-0.3	-37%	-3%
Cc1nn(C)cc1S(=O)(=O)Nc1ccccc1Br	8%	3%	-3%	0%	0%	0	-4.2	·	-31%
CCCCN(CCCC)CCNC(=O)c1cn(CC)c2ccc(S(=O)(=O)N3CCc4ccccc4C3)cc2c1=O	1%	-5%	-2%	-3%	3%	6	-0.6	?	1%
Cc1cc(C)n(Cc2ccc(C(=O)N/N=C/c3ccc(-c4ccc([N+](=O)[O-])cc4)o3)o2)n1	-3%	?	-21%	28%	2%	0	1.7	14%	32µM*
COc1cc(OC)c2c(O)c3c(c(-c4c5c(c(O)c6c(OC)cc(OC)cc46)CO[C@@H](C)[C@H]5O)c2c1)[C@H](O)[C@H](C)OC3	-33%[inhibitor]	35µM*	21µM*	-12%	?	-90*	2.7	43%	50µM*
NC(=O)C1CCCN(C(=O)c2cccc(S(=O)(=O)N(Cc3ccccc3)c3ccccc3)c2)C1 (stereo unspecified)	4%	13%	5%	-16%	0%	2	-3.2	·	6%
CCN(CC)CCNc1c2c(c(C#N)c3nc4ccccc4n13)CCCC2	-9%	5%	-13%	-73%[inhibitor]	-9%	0	-2.6	20%	-32%
Cc1ccc([N+](=O)[O-])c(C)[n+]1C	5%	-18%	-4%	6%	-14%	2	-0.7	-27%	7%
O=C(C1CC1)N1CCN=C1SCc1ccccc1	5%	-5%	-5%	27%	7%	2	2.8	-22%	-9%
O=C(Cc1ccc(Cl)cc1)N1CCN(c2ccc(F)cc2)CC1	-4%	9%	?	0%	21%	9	1.0	18%	-2%
CCc1nc2c(OCc3ccc(Cl)cc3)cccn2c1N(C)C(=O)c1cccs1	0%	-16%	-5%	-27%	-16%	-2	1.3	?	-9%
Cc1ccccc1NC(=O)/C(=C\c1cccs1)NC(=O)c1ccco1	5%	8%	-4%	15%	-1%	·	-1.3	9%	-3%
O=C(Nc1ncccc1O)c1ccc2c(c1)OCO2	-4%	-8%	1%	-12%	-6%	-2	0.7	?	-4%
COC(=O)c1cccc(NC(=O)CSc2nnc(COc3cccc(C)c3)n2C)c1	-3%	-5%	-2%	22%	7%	0	0.6	-4%	-6%
O=C(O)CSc1nc(-c2ccccc2)cc(=O)[nH]1	11%	1%	-3%	-6%	-7%	·	-0.4	-13%	-6%
Cc1cc(C)n(-c2nnc(C)n2/N=C/c2ccccc2O)n1	13%	23%	1%	7%	4%	-1	0.0	-20%	-20%[57.1 µM]
COc1cccc(OC)c1C(=O)Nc1ccc(Cc2ccncc2)cc1	8%	14%	-6%	6%	1%	5	-2.4	11%	1%
Cc1nn(-c2ccccc2)c2nc(N)c(C#N)c(-c3ccc(F)cc3)c12	22%	-1%	-4%	-2%	-2%	·	-1.3	50%	-2%
CCN(CC(=O)Nc1ccc(NC(C)=O)cc1)C(=O)C12CC3CC(CC(Cl)(C3)C1)C2	-5%	6%	0%	12%	-3%	5	-1.9	-4%	1%
COc1cccc(CNC(=O)C2CCN(S(=O)(=O)c3ccc4c(c3)CC(C)N4C(=O)C3CC3)CC2)c1 (stereo unspecified)	2%	-5%	-10%	-1%	0%	1	-2.6	35%	3%
COc1ccc(COC(=O)c2ccc(Br)c(S(=O)(=O)N3CCOCC3)c2)cc1F	8%	3%	-7%	-2%	-1%	-7	2.7	21%	-4%
C/C(=N\NC(=O)Cc1csc(N2CCOCC2)n1)c1ccc(Cl)c(Cl)c1	0%	-1%	-8%	4%	-2%	-4	-0.7	23%	-5%
Cc1ccc(S(=O)(=O)N(CC(=O)NCc2cccs2)c2ccccc2)cc1	-21%	?	-14%	7%	-5%	5	-1.0	2%	-9%
CCc1nc2sc(C#N)c(N)c2c2c1CCCC2	7%	-18%	1%	4%	15%	·	-2.3	-8%	-5%[57.1 µM]
Cc1ccc(CC2C(=O)N(c3cc(Cl)ccn3)C(=O)C2C)cc1 (stereo unspecified)	2%	-3%	-3%	-3%	-8%	-1	2.1	11%	4%
CCOc1ccc(CN2CCC(Cc3ccccc3)CC2)cc1	2%	0%	-1%	-4%	4%	-2	0.8	-6%	-9%
COc1ccc(OC)c(-c2nc3c(C)n[nH]c(=O)c3[nH]2)c1	-6%	-11%	5%	4%	0%	6	1.2	13%	-11%[57.1 µM]
O=C(Nc1ccc(Cl)cc1)c1nc[nH]c1C(=O)Nc1ccccc1F	-4%	-16%	-14%	5%	-2%	4	-0.3	-3%	-4%
OCc1nc2ccccc2n1CCc1ccccc1	7%	6%	-13%	-18%	-5%	3	2.1	-11%	-2%
CSCCCNC(=S)Nc1ccc(N2CCOCC2)cc1N1CCOCC1	8%	4%	3%	-2%	-1%	0	1.2	-2%	0%
COCCN(C(=O)CNC(=O)c1cccs1)C(C(=O)NC1CCCC1)c1cccs1 (stereo unspecified)	0%	-18%	-6%	-10%	14%	5	-1.5	0%	-1%
N#Cc1cccc(NC(=O)CCn2ccnc2)c1	2%	4%	-3%	-1%	1%	-4	-0.3	-21%	-9%
CCOC(=O)c1cc(C#N)c(NCc2ccccc2)nc1C	12%	1%	-11%	-3%	-6%	·	-1.2	6%	11%
CC12CCC(C/C1=N\OC(=O)c1ccc(F)cc1)C2(C)C (stereo unspecified)	2%	0%	-5%	-29%	-46%[inhibitor]	4	0.3	8%	-4%
CN(C)S(=O)(=O)c1ccc2c(c1)nc(CCC(=O)Nc1ccc3c(c1)OCO3)n2C	3%	1%	-3%	-5%	15%	-18	-4.3	·	-28%
COCCn1c(C)cc(C(=O)CSc2nc(C)cc(C)c2C#N)c1C	-4%	-7%	-11%	-5%	?	-18	-3.7	11%	9%[57.1 µM]
Clc1ccc(-c2cnc3n2CCC3)cc1	5%	16%	-8%	-11%	-9%	·	-1.8	35%	4%
CN(C)C(=O)c1cn(-c2ccccc2)nc1-c1cc2ccccc2o1	9%	6%	-3%	-12%	-5%	0	-0.1	26%	-2%
